Bioassay records (PubChem BioAssay)
M5 ag: human M5 muscarinic receptor agonists, primary screen, CHO-K1 cells, Fluo-8 calcium fluorescence | Muscarinic acetylcholine receptor M5 (Homo sapiens), P08912 | CHO-K1 hM5 cells; 0% DMSO wells, 100% maximal acetylcholine response | activation, % at 3 µM | 360,000 compounds, 0.19% hits;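 active means activation above the run's mean over test compounds plus 3 SD, cut at about 23% in these data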;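 further: signal is peak over basal fluorescence ratio across the kinetic read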
Target sequence (P08912 whole entry, looked up): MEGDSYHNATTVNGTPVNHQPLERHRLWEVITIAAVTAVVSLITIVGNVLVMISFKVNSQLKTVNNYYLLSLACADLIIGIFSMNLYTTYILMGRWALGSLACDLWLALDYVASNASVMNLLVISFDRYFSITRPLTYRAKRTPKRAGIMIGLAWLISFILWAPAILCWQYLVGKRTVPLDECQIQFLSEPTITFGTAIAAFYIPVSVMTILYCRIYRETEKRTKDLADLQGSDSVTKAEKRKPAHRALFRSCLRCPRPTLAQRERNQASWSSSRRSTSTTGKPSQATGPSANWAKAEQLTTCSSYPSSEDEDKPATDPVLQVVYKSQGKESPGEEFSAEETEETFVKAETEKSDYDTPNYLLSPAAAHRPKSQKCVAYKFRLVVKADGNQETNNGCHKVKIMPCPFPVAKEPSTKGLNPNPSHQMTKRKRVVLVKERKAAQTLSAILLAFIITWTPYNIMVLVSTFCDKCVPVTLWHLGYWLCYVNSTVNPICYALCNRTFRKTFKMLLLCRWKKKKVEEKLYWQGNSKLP
M4 antag: human M4 muscarinic receptor antagonists, primary screen, CHO cells, Fluo-8 calcium fluorescence; CHO-hM4 cells, ACh EC80; inhibition, % at 3 µM; 360,000 compounds, 0.73% hits;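 active means inhibition above its plate's cutoff, the mean inhibition of sample wells plus 3 SD, cut at about 27% in these data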;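 further: 0% = acetylcholine EC80 with DMSO and 100% = DMSO without agonist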
CHRM5 PAM: human M5 muscarinic receptor positive allosteric modulators, primary screen, CHO-K1 cells, Fluo-8 calcium fluorescence | Muscarinic acetylcholine receptor M5 (Homo sapiens), P08912 | CHO-K1 hM5, ACh EC20 PAM; 0% = ACh EC20, 100% = ACh EC100 | 360,000 compounds, 0.3% hits | AID 624038, 2012 | activation, % at 3 µM;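 active means activation above the run cutoff, the mean activation of all test compounds plus 3 SD, cut at about 18% in these data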
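system = human M5 receptor in CHO-K1 cells | reagent = EC20 acetylcholine as agonist stimulus | compound dosing = single-point, 3 µM nominal | incubation = Fluo-8 loading 80 min at 37 °C plus 30 min room temperature | detection = Fluo-8 calcium dye fluorescence, kinetic read | benchmarks = low control EC20 acetylcholine (0%), high control EC100 acetylcholine (100%)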
M1 ag: human M1 muscarinic receptor agonists, primary screen, Fluo-8 calcium fluorescence, CHO-K1 cells, HTS. 360,000 compounds, 0.33% hits. Muscarinic acetylcholine receptor M1 (Homo sapiens), P11229. CHO-K1 hM1, agonist mode; 0% DMSO, 100% acetylcholine EC100. activation, % at 3 µM;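 active means activation above the run's mean compound activation plus 3 SD, cut at about 16% in these data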;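 further: peak over basal fluorescence ratio within a 140 s kinetic read after compound addition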
CHRM1 PAM: human M1 muscarinic receptor positive allosteric modulators, primary screen, CHO-K1 cells, Fluo-8 calcium fluorescence, 1536-well; Muscarinic acetylcholine receptor M1 (Homo sapiens), P11229; CHO-K1 hM1, ACh EC20; 0% = ACh EC20, 100% = maximal ACh; activation, % at 3 µM; 360,000 compounds, 0.088% hits; AID 588819, 2011; in the data active means activation above about 19%, passing the limit was not always enough
CHRM4 agonist: human M4 muscarinic receptor agonists, primary screen, CHO-K1 cells, Fluo-8 calcium fluorescence. Muscarinic acetylcholine receptor M4 (Homo sapiens), P08173. CHO-K1 hM4/Gqi5; vehicle 0%, full acetylcholine response 100%. activation, % at 3 µM. 360,000 compounds, 0.14% hits;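 active means activation above the run mean over all test wells plus 3 SD, cut at about 32% in these data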;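 further: peak over basal fluorescence ratio per well then scaled between controls; 0% = DMSO wells and 100% = acetylcholine at EC100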
TAAR1 ag: human TAAR1 agonists, primary screen, Fluo-8 calcium fluorescence, CHO RD-HGA16 cells. Trace amine-associated receptor 1 (Homo sapiens), Q96RJ0. 360,000 compounds, 0.99% hits. activation, % at 3 µM. vehicle wells 0%, saturating PEA agonist 100%;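 active means activation above the mean activation of all test compounds in the run plus 3 SD, cut at about 38% in these data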
Target sequence (Q96RJ0 whole entry, looked up): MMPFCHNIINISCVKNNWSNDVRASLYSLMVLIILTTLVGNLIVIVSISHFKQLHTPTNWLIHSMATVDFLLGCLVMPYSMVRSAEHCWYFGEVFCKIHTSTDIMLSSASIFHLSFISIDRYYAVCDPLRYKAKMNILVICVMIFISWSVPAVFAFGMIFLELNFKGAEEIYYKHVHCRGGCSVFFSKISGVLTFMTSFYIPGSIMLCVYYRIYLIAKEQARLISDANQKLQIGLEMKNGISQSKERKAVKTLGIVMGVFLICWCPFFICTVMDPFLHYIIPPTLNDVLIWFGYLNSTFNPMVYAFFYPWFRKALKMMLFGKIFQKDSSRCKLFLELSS
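System: CHO RD-HGA16 cells carrying human TAAR1 plus Gα16; Incubation: 17-24 h seeding, 75 min 37 °C dye, 30 min RT; Measured by: Fluo-8 fluorescence, 5 s baseline then 140 s kinetic read; Control set: DMSO and PEA EC100; Replication: single well for each compound.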
M1 antag: human M1 muscarinic receptor antagonists, primary screen, CHO-K1 cells, Fluo-8 calcium fluorescence, 1536-well; Muscarinic acetylcholine receptor M1 (Homo sapiens), P11229; CHO-K1 hM1, ACh EC80 antagonist; inhibition, % at 3 µM; 360,000 compounds, 1.3% hits;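 active means percent inhibition above its own plate's cutoff, namely the mean of that plate's compound wells plus 3 SD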;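 further: peak over basal fluorescence ratio during 140 s after agonist addition; 0% = ACh EC80 plus DMSO and 100% = DMSO alone without agonist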
CHRM5 antagonist: human M5 muscarinic receptor antagonists, primary screen, CHO cells, Fluo-8 calcium fluorescence; inhibition, % at 3 µM; 360,000 compounds, 0.59% hits; CHO-hM5 cells, ACh EC80; Muscarinic acetylcholine receptor M5 (Homo sapiens), P08912;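 active means inhibition above a per-plate cutoff, the mean of that plate's test compounds plus 3 SD, cut at about 27% in these data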;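 further: 0% = acetylcholine EC80 with DMSO and 100% = DMSO without agonist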
Active calls of the source: *.

SMILES	M5 ag	M4 antag	CHRM5 PAM	M1 ag	CHRM1 PAM	CHRM4 agonist	TAAR1 ag	M1 antag	CHRM5 antagonist
CCOC(=O)c1sc(NC(=O)CN(CC(C)C)CC(C)C)c(C(=O)OCC)c1C	2.9	0.3	-1.0	-2.6	3.6	1.1	0.1	-5.1	0.4
CCCCN(CC)C(=O)C1CCCN(S(=O)(=O)c2cccc3nsnc23)C1 (stereo unspecified)	-0.5	-14.2	-2.9	-2.0	-5.4	5.0	0.1	-1.0	1.2
O=C(Nc1nc2ccccc2s1)c1cc(-c2ccccc2)nn1-c1ccccc1	-1.9	-3.2	1.1	-5.7	-8.6	1.9	-0.1	21.5	-8.5
COC(=O)c1ccccc1S(=O)(=O)N1CCC(C(=O)NC2=NCCS2)CC1	-0.4	2.8	2.5	-8.8	0.4	-0.5	2.4	-5.3	1.9
CCNc1nc(NCC)nc(Oc2ccc(C(=O)OC)cc2)n1	2.5	7.3	0.2	-2.4	4.6	0.1	-0.2	-3.3	7.8
COc1cc(C(=O)NCC(=O)NNC(=O)C2COc3ccccc3O2)cc(OC)c1OC (stereo unspecified)	-0.6	-6.7	0.1	-2.9	10.9	0.5	-0.1	-7.3	-4.4
CCN(c1cccc(C)c1)S(=O)(=O)c1ccc(OC)c([N+](=O)[O-])c1	-6.4	8.6	1.0	-2.9	-2.8	-0.9	6.9	9.8	7.5
COc1ccccc1OCCn1cc(/C=C(\C#N)C(=O)NCc2ccco2)c2ccccc21	-3.0	-10.1	3.6	-5.6	1.9	1.5	-1.4	-2.9	4.6
CC(C)CN1CCC(=O)N([C@H](CN=[N+]=[N-])Cc2ccccc2)CC1	-4.2	2.9	-1.3	-13.8	1.9	2.0	1.4	0.5	3.4
Cc1ccc(S(=O)(=O)CCSc2n[nH]c(=O)n2-c2ccc3c(c2)OCCO3)cc1	-1.9	-3.4	1.3	-1.8	12.8	3.2	0.8	-13.9	8.2
CCN(CC)C(=O)C1CCCN(Cc2cccc(Cl)c2)C1 (stereo unspecified)	-0.8	-4.0	2.5	-8.9	5.0	0.2	0.5	-16.2	2.8
CCCc1[nH]n(-c2ccc([N+](=O)[O-])cc2)c(=O)c1C=NCCCn1ccnc1	-4.0	-5.9	1.5	-12.9	-2.4	0.5	11.1	0.2	2.7
CCCn1c(=O)c(C(=O)NNC(=O)c2ccc(Cl)cc2Cl)c(O)c2ccccc21	-2.9	-2.8	-3.6	-1.0	6.0	0.3	9.0	-8.9	-9.0
CC(C)(C)c1ccc(OCCCC(=O)Nc2nnc(C3CC3)s2)cc1	1.8	-8.8	-4.8	6.9	19.8	-0.6	-0.2	-22.0	16.3
O=C(Nc1c(-c2ccccc2)[nH][nH]c1=O)c1ccco1	0.5	6.9	-1.1	-1.2	3.2	0.8	0.8	-24.5	3.0
CCN1CCCC1CNC(=O)c1cc([N+](=O)[O-])c(N(C)C)cc1OC (stereo unspecified)	-4.9	9.9	-1.0	-8.8	13.4	1.0	-0.7	-9.2	15.7
CCS(=O)(=O)CCSc1nc2ccccc2s1	0.0	3.6	1.1	-2.6	6.1	1.4	0.6	-5.9	-3.4
N#CCC(=O)Nc1ccc(C(=O)OC(C(=O)Nc2ccc([N+](=O)[O-])cc2Br)c2ccccc2)cc1 (stereo unspecified)	2.1	-16.6	0.6	-1.6	14.9	4.1	0.3	-8.6	-1.1
Cc1cc(C(=O)COC(=O)c2ccc[nH]c2=O)c(C)n1CCc1ccc(F)cc1	1.7	-2.3	7.0	-2.3	-5.5	-0.7	14.5	25.0	8.7
Cc1cccc(-n2cc(C(=O)O)c(=O)cc2C)c1	-1.5	3.0	-0.1	-5.7	11.0	0.6	1.2	-5.7	1.6
C[C@@H]1CC[C@H](Cc2ccc(-n3cccc3)cc2)N1C(=O)OC(C)(C)C	-2.2	-26.8	5.0	-1.5	4.6	-1.9	5.4	-13.3	-16.8
CCOc1ccc(C2C(C#N)=C(N)Oc3cc(C)n(CCN4CCOCC4)c(=O)c32)cc1OCC (stereo unspecified)	-0.3	-4.8	-3.4	-0.7	9.1	0.6	3.3	-11.0	1.4
O=C(Nc1ccc(NC(=O)c2ccccc2Br)cc1)c1ccccc1	2.3	7.7	0.2	-2.3	8.1	2.5	3.6	-18.1	1.5
OC(CSc1ccccc1Cl)CN1CCN(c2ccccc2F)CC1 (stereo unspecified)	-2.4	5.5	-3.9	-5.7	-1.7	2.0	3.5	6.2	0.9
COc1cccc(CN(C)CCCn2cnc3c(OC)ncnc32)c1	-0.9	-14.9	1.0	-11.4	-0.1	0.6	1.1	-4.4	-7.0

Next part, starting with the last three of the part before.
SMILES	M5 ag	M4 antag	CHRM5 PAM	M1 ag	CHRM1 PAM	CHRM4 agonist	TAAR1 ag	M1 antag	CHRM5 antagonist
O=C(Nc1ccc(NC(=O)c2ccccc2Br)cc1)c1ccccc1	2.3	7.7	0.2	-2.3	8.1	2.5	3.6	-18.1	1.5
OC(CSc1ccccc1Cl)CN1CCN(c2ccccc2F)CC1 (stereo unspecified)	-2.4	5.5	-3.9	-5.7	-1.7	2.0	3.5	6.2	0.9
COc1cccc(CN(C)CCCn2cnc3c(OC)ncnc32)c1	-0.9	-14.9	1.0	-11.4	-0.1	0.6	1.1	-4.4	-7.0
O=C(/C=C/c1ccccc1)N1CCC(c2ccccc2)C1 (stereo unspecified)	-2.1	-1.1	-3.0	-8.3	5.7	-1.1	-0.6	-12.5	-2.2
CCC(C)(C)n1nnnc1C(c1cccs1)N1CCN(Cc2ccccc2)CC1 (stereo unspecified)	-6.3	-4.3	-1.6	-7.6	8.1	-0.7	17.0	-26.1	1.0
Cc1nn(-c2ccccc2)c(C)c1/C=N/NC(=O)c1cc(-c2ccc(Br)s2)[nH]n1	-4.2	-16.6	-10.9	-2.0	-1.8	4.1	5.5	-1.8	18.4
CN(C(=O)C1CCCO1)C1CCS(=O)(=O)C1 (stereo unspecified)	3.7	-8.8	2.7	-0.5	6.9	1.5	2.0	-18.0	6.5
COC(=O)c1ccccc1NC(=O)c1cc(-c2cccs2)on1	0.1	-2.7	1.6	-5.0	-8.7	1.7	5.9	12.1	-2.4
COC(=O)c1cn(-c2ccc(Cl)cc2)c(=O)c2ccccc12	-2.1	-3.5	-2.6	-2.7	1.9	-0.3	20.7	-0.8	-2.3
Cc1cccc(NS(=O)(=O)c2ccc(C(=O)NCCCN3CCOCC3)cc2)c1C	-2.2	-7.6	4.8	-6.2	10.1	2.6	0.8	-8.2	0.4
COC(=O)c1ccccc1NC(=S)NC(C)=O	-4.5	11.7	2.5	-3.4	2.0	-0.7	5.0	0.3	7.3
O=C(Cn1c(COc2ccccc2)nc2ccccc21)Nc1cccc(Cl)c1	-2.0	-0.5	1.2	-5.5	6.2	0.6	9.9	-5.3	-3.7
Nc1cccc(C(=O)Nc2ccc3nc(-c4cccnc4)[nH]c3c2)c1	-2.6	-15.6	-1.1	-4.0	5.5	0.4	1.2	-8.7	-13.1
Cc1ccc(N2CC(C(=O)NCCS(=O)(=O)N3CCN(c4ccc(F)cc4)CC3)CC2=O)cc1 (stereo unspecified)	-4.4	5.4	-2.0	-1.2	3.5	0.0	0.2	2.0	5.1
Cc1ccc(S(=O)(=O)N2[C@@H](c3ccccc3)C(C(=O)O)=CC[C@H]2c2cccs2)cc1	-2.5	5.1	-2.6	-6.5	5.1	1.3	-0.6	-3.6	16.6
COc1ccc(Cn2nnc(C(=O)Nc3ccc4c(c3)OCCO4)c2N)cc1Br	-1.0	-7.3	-2.2	7.0	16.4	3.4	3.4	-9.8	7.6
CCN(CC(=O)Nc1ccccc1C(F)(F)F)C(=O)CCS(=O)(=O)c1ccc(C)cc1	2.1	-4.1	1.1	-3.6	5.3	2.7	2.4	-9.8	3.5
COCCN(CCOC)C(=O)CCn1c(=O)oc2ccccc21	-1.1	-0.9	-0.2	-2.6	7.5	-0.7	9.0	-4.2	-1.4
C#CCNC(=O)C1=C[C@@H](c2ccccc2)C[C@@H](OCCCCO)O1	1.1	15.7	0.7	-5.3	0.4	0.7	2.7	-1.8	9.7
CCCn1c(SCC(=O)Nc2cc(C(=O)O)ccc2C)nc2sc3c(c2c1=O)CCC3	3.4	-6.6	2.8	-4.0	9.0	0.7	5.4	-6.2	2.6
CSc1nc(-c2ccco2)nn1S(C)(=O)=O	-3.5	0.7	-6.2	-4.7	3.8	-0.1	12.9	-1.9	3.7
COc1ccc(C(=O)NCc2ccc3c(c2)cc(C)n3C)cc1	1.2	-14.4	-6.8	-8.2	-0.1	3.8	3.7	-6.7	5.7
COc1cccc(C(=O)N2CCC(n3nccc3NC(=O)CCOc3ccccc3)CC2)c1	-3.6	-1.8	-7.1	-0.9	3.8	6.4	6.4	0.1	11.7
O=C(Cc1ccc2c(c1)OCCO2)c1c(O)cc(O)cc1O	1.9	3.0	-3.6	1.0	1.3	2.6	3.9	4.5	10.4
Cc1cccn2cc(-c3ccc(S(=O)(=O)N4CCCCC4)cc3)nc12	-2.0	-1.2	-2.8	-11.2	4.4	3.6	3.2	-7.4	4.6
Cc1ccc(Cl)cc1NC(=O)C(=O)N/N=C/c1ccc2c(c1)OCO2	-6.1	-0.4	-2.3	-3.0	-4.2	-0.2	-1.5	13.5	20.5
COc1ccccc1C(=O)N1CCN(C(=O)c2oc3ccc(C)cc3c2C)CC1	-3.2	-26.0	4.6	-5.5	6.0	4.8	3.2	-6.2	-8.3
CCCCOC(=O)C1=C(N)N2C(=O)C(C)SC2=C(C(=O)OCC)C1c1ccc(O)c(OC)c1 (stereo unspecified)	-4.0	1.1	-5.9	-5.0	-0.8	-0.8	7.6	-3.1	10.3
COc1ccc(/C=C/CN2CCN(Cc3ccc(F)cc3)C(CCO)C2)cc1 (stereo unspecified)	-11.0	0.5	5.4	-6.2	-1.3	4.0	3.9	0.7	-1.0

Limited to CHRM5 antagonist and M5 ag, for two of the compounds above:
mol,CHRM5 antagonist,M5 ag
COC(=O)c1ccccc1NC(=O)c1cc(-c2cccs2)on1,-2.4,0.1
COC(=O)c1cn(-c2ccc(Cl)cc2)c(=O)c2ccccc12,-2.3,-2.1

2 entries drawn at random from the list so far:
SMILES	M5 ag	M4 antag	CHRM5 PAM	M1 ag	CHRM1 PAM	CHRM4 agonist	TAAR1 ag	M1 antag	CHRM5 antagonist
CCN(CC(=O)Nc1ccccc1C(F)(F)F)C(=O)CCS(=O)(=O)c1ccc(C)cc1	2.1	-4.1	1.1	-3.6	5.3	2.7	2.4	-9.8	3.5
O=C(Cn1c(COc2ccccc2)nc2ccccc21)Nc1cccc(Cl)c1	-2.0	-0.5	1.2	-5.5	6.2	0.6	9.9	-5.3	-3.7

Not all compounds are listed; count on the stated rates, not on these rows.
